Source: PubChem (several laboratories)
PLC-beta3 inh: human PLC-beta3 inhibitors, primary screen, biochemical, fluorescence; 370,000 tested, 0.18% active; inhibition, % at 12.2 µM; 1-phosphatidylinositol 4,5-bisphosphate phosphodiesterase beta-3 (Homo sapiens), Q01970; Purified PLC-beta3, fluorogenic substrate; in the data active = inhibition above about 11%;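 also: 0% = median of compound wells on plate and 100% = full blocker control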
hcDAF-12 act: H. contortus DAF-12 nuclear receptor activators, primary screen, cell-based, luminescence, HEK293, lit1-tk-luc reporter; activation, % at 6.8 µM; AID 652067, 2013; 370,000 tested, 1.4% active; HEK293 hcDAF-12 lit1-tk-luc reporter; 0% DMSO, 100% Δ7-dafachronic acid;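 active = activation above the mean of all tested compounds plus 3 SD, cut at about 5.5% in these data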;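 also: 100% = response to 3 µM Δ7-dafachronic acid high control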
MBD2 inh: inhibitors of MBD2 binding to methylated DNA, primary screen, biochemical, TR-FRET, DNA-binding domain, human | Methyl-CpG-binding domain protein 2 (Homo sapiens), Q9UBB5 | MBD2 binding to methylated oligonucleotide | inhibition, % at 4.4 µM | 370,000 tested, 0.31% active; in the data active = inhibition above about 13%
Target sequence (Q9UBB5 whole entry, looked up, the tested form may be a part): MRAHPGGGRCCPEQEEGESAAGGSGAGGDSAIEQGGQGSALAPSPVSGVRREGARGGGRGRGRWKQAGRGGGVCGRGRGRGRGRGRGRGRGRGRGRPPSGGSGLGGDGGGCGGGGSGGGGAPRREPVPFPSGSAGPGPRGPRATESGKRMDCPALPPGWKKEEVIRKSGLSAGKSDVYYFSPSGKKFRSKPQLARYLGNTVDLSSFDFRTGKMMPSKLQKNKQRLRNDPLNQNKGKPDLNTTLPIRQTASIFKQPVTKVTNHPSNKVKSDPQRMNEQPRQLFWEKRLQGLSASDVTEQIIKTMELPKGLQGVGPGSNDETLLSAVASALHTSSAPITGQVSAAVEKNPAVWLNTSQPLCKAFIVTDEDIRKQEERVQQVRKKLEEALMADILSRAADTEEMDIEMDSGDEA
DAX1 inh-1: DAX1 (NR0B1) inhibitors on StAR promoter, primary screen, cell-based, luminescence, SF-1 (NR5A1), full-length DAX-1. HEK293T StAR-luciferase reporter, SF-1/DAX-1 repression relief. inhibition, % at 6.8 µM. 370,000 tested, 1.1% active. AID 652010, 2013;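 active = inhibition above the mean over all tested compounds plus 3 SD, cut at about 3.6% in these data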;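 also: 0% = DAX-1 cells with DMSO and 100% = cells lacking DAX-1 with DMSO; higher inhibition means more luminescence from relief of DAX-1 repression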
ssDAF12 agonist: S. stercoralis DAF-12 nuclear receptor activators, primary screen, cell-based, luminescence, HEK293, GRIP1 co-expression, lit1-tk-luc; activation, % at 6.8 µM; 370,000 tested, 1% active; HEK293 ssDAF-12/GRIP1 lit1-tk-luc reporter; % of 3 µM dafachronic acid response; AID 652126, 2013; Nuclear hormone receptor DAF-12 (Strongyloides stercoralis);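 active = activation above the mean over all tested compounds plus 3 SD, cut at about 0.9% in these data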;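 also: 0% = DMSO-only wells and 100% = 3 µM delta7-dafachronic acid wells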
Rev-erbA mod: modulators of Rev-erb alpha DNA binding, primary screen, biochemical, FITC-DNA, fluorescence polarization, uHTS | Rev-erbα–FITC-DNA binding, 90 min | activity, % at 10 µM | Nuclear receptor subfamily 1 group D member 1 (Homo sapiens), P20393 | 370,000 tested, 0.79% active | AID 1259318, 2017;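 active = activity above about 14%, limit read from the data; passing the limit was not always enough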;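 also: 0% = DMSO wells with 35 nM protein and 100% = DMSO wells with 750 nM protein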
SMARCA2 activ: SMARCA2 (BRM) function activators, primary screen, cell-based, luminescence, high throughput | MG213 cells, MMTV-luciferase reporter, dexamethasone, overnight | AID 652017, 2013 | 370,000 tested, 1% active | activation, % at 9.1 µM; in the data active = activation above about 7.8%;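 also: 0% = vehicle wells and 100% = reference activator wells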
PLC-gamma1 inh: PLC-gamma1 enzyme inhibitors, primary screen, biochemical, fluorescence, purified enzyme | inhibition, % at 12.2 µM | AID 720700, 2013 | 370,000 tested, 0.84% active | 1-phosphatidylinositol 4,5-bisphosphate phosphodiesterase gamma-1 (Homo sapiens), P19174 | fluorogenic substrate; in the data active = inhibition above about 9.5%
hgDAF12 agonist: H. glycines DAF-12 receptor agonists, primary screen, cell-based, luminescence, HEK293, GAL4 fusion, UAS-luciferase. Nuclear hormone receptor DAF-12 (Heterodera glycines), GAL4 fusion. activation, % at 6.8 µM. AID 687014, 2013. 370,000 tested, 1.8% active. HEK293 GAL4-hgDAF12 UAS-luciferase reporter, agonist luminescence; normalized to butyrate control;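 active = activation above a cutoff set at the mean of all screened compounds plus 3 SD, cut at about 10% in these data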;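 also: 0% = DMSO wells and 100% = sodium butyrate wells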
ADAM17 inh: ADAM17 inhibitors, primary screen, biochemical, QFRET; Disintegrin and metalloproteinase domain-containing protein 17 (Homo sapiens), P78536; recombinant ADAM17, EDANS/DABCYL FRET peptide cleavage; inhibition, % at 6.95 µM; 370,000 tested, 0.83% active; AID 720648, 2013;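 active = inhibition above the mean of compounds lying between control limits plus 3 SD, set per campaign, cut at about 8.5% in these data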;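 also: 0% = DMSO-only wells as the low control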
Target sequence (P78536 215-824 limits assumed): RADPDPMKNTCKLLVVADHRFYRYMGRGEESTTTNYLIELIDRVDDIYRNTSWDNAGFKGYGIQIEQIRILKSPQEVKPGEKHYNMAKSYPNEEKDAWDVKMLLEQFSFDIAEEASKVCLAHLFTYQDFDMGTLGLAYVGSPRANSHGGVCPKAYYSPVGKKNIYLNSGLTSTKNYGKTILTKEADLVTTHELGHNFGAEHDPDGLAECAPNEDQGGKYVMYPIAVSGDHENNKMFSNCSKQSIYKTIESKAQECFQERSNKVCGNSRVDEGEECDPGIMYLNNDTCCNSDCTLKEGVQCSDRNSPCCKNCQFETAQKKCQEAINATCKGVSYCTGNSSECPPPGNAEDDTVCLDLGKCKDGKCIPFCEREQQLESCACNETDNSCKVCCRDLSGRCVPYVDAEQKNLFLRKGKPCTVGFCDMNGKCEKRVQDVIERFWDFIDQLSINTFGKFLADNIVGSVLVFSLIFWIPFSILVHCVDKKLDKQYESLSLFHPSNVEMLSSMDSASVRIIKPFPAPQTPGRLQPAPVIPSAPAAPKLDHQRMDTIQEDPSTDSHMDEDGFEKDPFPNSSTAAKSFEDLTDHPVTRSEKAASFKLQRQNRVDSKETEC
DAX1 inh-2: DAX1 (NR0B1) inhibitors, primary screen, cell-based, HEK293, Gal4-DAX1, luciferase luminescence; HEK293 Gal4-DAX1 luciferase reporter; Nuclear receptor subfamily 0 group B member 1 (Homo sapiens), P51843; 340,000 tested, 0.99% active; AID 504766, 2011; inhibition, % at 6.75 µM;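 active = inhibition above the mean over all tested compounds plus 3 SD, cut at about 4.2% in these data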;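 also: 0% = DAX1-transfected cells with DMSO and 100% = empty-vector control cells with DMSO; inhibition shows as a rise in luminescence from relieved DAX1 repression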
* hit, by the source's call; i = inactive; x = not tested or not shown.

Values run as follows: PLC-beta3 inh	hcDAF-12 act	MBD2 inh	DAX1 inh-1	ssDAF12 agonist	Rev-erbA mod	SMARCA2 activ	PLC-gamma1 inh	hgDAF12 agonist	ADAM17 inh	DAX1 inh-2
CCC1CCCCN1C(=O)c1sc2ncnc(N(CC)CC)c2c1C (stereo unspecified)
→ -1.9	-1.1	0.1	-0.2	-1.1	-2.3	-1.1	-1.2	-0.5	0.4	0.4
CS(=O)(=O)N(CCC#N)Cc1ccco1
→ 3.3	-0.5	-5.3	-0.1	-1.4	-1.6	-1.6	-0.8	-2.4	0.9	1.9
Cc1ccc(S(=O)(=O)Nc2cccc(C(=O)NCC(C)(C)N3CCOCC3)c2)cc1F
→ -7.7	-0.3	-1.1	-1.4	-1.6	-3.0	-1.6	-3.6	-2.0	-0.7	-0.8
O=C(CNC(=O)Cc1ccccc1)NCC(=O)N1CCN(C(c2ccccc2)c2ccccc2)CC1
→ -1.4	1.1	1.1	-0.3	-1.0	4.0	-2.0	-1.9	-0.4	-5.0	-0.3
O=C1CC(c2ccccc2)Cc2nc3ncnn3cc21 (stereo unspecified)
→ -137.6	-0.2	3.9	-1.9	-1.4	5.7	3.2	-132.4	0.1	-3.6	0.3
COc1ccc2nc(SCC(=O)Nc3ccccc3C#N)[nH]c2c1
→ -4.3	1.1	-6.2	0.4	-0.8	-2.0	0.9	-4.3	2.7	-1.3	0.8
CCn1c(SCC(=O)N2CCCC2)nc2ccccc21
→ -1.6	-0.5	-1.7	1.9	-0.7	-1.2	0.7	-0.4	-0.2	-2.0	-0.2
c1cc(-c2cc3nc(NCC4CC4)ccn3n2)ccc1OCCN1CCOCC1
→ -85.9	-1.9	-2.2	-2.1	-1.4	-1.5	-0.3	-72.5	-1.7	-39.3	x
COc1cc(NC(=O)CCn2c(=O)oc3ccccc32)cc(OC)c1OC
→ -1.1	-2.5	6.3	0.2	-1.4	2.5	1.1	5.9	-0.3	-2.5	-2.0
CC(C)(C)NC(=O)CN1C(=O)c2cccc3cccc1c23
→ -293.3	0.2	-11.6	0.7	-1.3	1.8	-3.0	-199.6	3.6	-18.5	1.9
C/C=C/C(=O)OCC(=O)Nc1ccccc1Br
→ -0.2	3.5	2.5	1.7	-0.3	-2.3	-4.0	9.6*	-0.9	4.5	0.0
COc1ccccc1OCc1cc(C(=O)N2CCN(C)C(c3ccccc3)C2)no1 (stereo unspecified)
→ -5.0	2.4	-2.3	4.2*	-0.2	-0.3	4.8	0.7	6.6	-0.2	1.6
Cc1cc(=O)oc2c3c(cc(OCC(=O)N4CCC[C@H]4C(=O)O)c12)OC(C)(C)CC3
→ i	-0.1	0.7	-0.8	-1.7	-1.8	0.9	i	5.2	i	1.5
Cc1ccc(S(=O)(=O)NNC(=O)C(O)(c2ccccc2C)c2ccccc2C)cc1
→ 2.0	0.2	-5.3	0.0	-0.8	-0.3	-1.3	-1.0	-0.5	3.6	-0.8
COc1cccc(C(C)(O)c2nc(-c3cccc(C(C)C)c3)cs2)c1 (stereo unspecified)
→ 0.8	-0.6	-2.5	-0.5	-1.2	-6.1	-2.8	0.4	1.2	2.7	x
CC(C)N1CC(C(=O)Nc2cccc([N+](=O)[O-])c2)CC1=O (stereo unspecified)
→ 0.6	1.1	-3.6	-0.4	-1.3	3.4	-0.3	5.3	-2.0	1.3	1.3
O=C(NC1CCCC1)C(c1ccccc1)N(Cc1cccnc1)C(=O)Cc1cccs1 (stereo unspecified)
→ -5.9	2.0	4.8	-1.5	-1.4	13.1	3.4	-0.3	1.9	2.8	-0.3
CCOc1ccccc1NC(=O)Cn1nnc(C(=O)NCCc2ccc(OC)c(OC)c2)c1N
→ 0.3	-4.1	1.1	-1.0	-1.4	-0.9	0.1	-0.8	-1.2	-2.3	0.5
COc1cc(NC(=O)C(C)C)ccc1NC(=O)c1cc2ccccc2o1
→ -31.6	0.1	-0.7	1.5	-1.5	-4.3	3.0	-21.3	6.1	-31.5	6.1*
O=C(/C=N/O)NCC1CCNCC1
→ 4.8	-1.1	0.6	0.9	-1.6	-3.2	-0.1	8.5	0.4	1.1	1.2
CC(C)N(C(=O)[C@H]1CC(CC(=O)NCCC2=CCCCC2)C(=O)N2CCc3c([nH]c4ccccc34)[C@]12C)C(C)C (stereo partly specified)
→ 0.7	2.6	-1.6	0.6	-1.1	9.6	-4.9	0.8	-0.2	-4.2	-1.2
C/C(=C\C(=O)c1ccncc1)Nc1ccccc1O
→ -6.5	-0.3	-11.9	-1.4	-0.3	-1.8	2.4	-5.6	-2.1	-2.1	0.1
COc1c(C)cc(C(=O)C2CCCN(Cc3cnc(N4CCOCC4)s3)C2)cc1C (stereo unspecified)
→ -9.7	-2.9	-2.4	-1.0	-1.2	-5.4	-3.7	-0.1	-1.1	-1.5	-3.8
O=C(NC(=S)Nc1cccnc1)c1cccs1
→ -4.0	0.6	-1.6	-1.7	-1.5	-1.3	-0.8	1.2	-1.6	-5.3	0.5
Cc1cccc(/C=N/N2CCN(c3ccccc3)CC2)c1
→ 0.1	0.4	-2.5	0.3	-0.5	-2.7	2.2	0.4	2.8	-5.4	0.8
CC1c2cc3c(cc2CCN1CC(=O)Nc1ccc(S(=O)(=O)N2CCCC2)cc1)OCCCO3 (stereo unspecified)
→ -52.9	-3.0	-3.7	-0.7	-0.1	-1.6	-2.2	-30.8	-2.3	-1.5	-0.3
CC(=O)NC(CC(=O)Nc1cccc(S(=O)(=O)N2CCCC2)c1)c1ccccc1 (stereo unspecified)
→ -8.7	-0.7	1.6	-0.7	-0.9	-0.5	-2.8	-4.7	-2.0	-5.4	1.2
O=C(c1ccc(S(=O)(=O)N2CCCC2)cc1)N1CCN(S(=O)(=O)c2cccc(F)c2)CC1
→ -0.4	1.6	1.2	-0.4	-1.6	-0.8	-0.8	-1.0	-0.4	-0.3	-0.9
COc1ccc(CN2C(=O)CN(S(C)(=O)=O)CC2(C)C(=O)Nc2ccc3c(c2)OCCO3)cc1OC (stereo unspecified)
→ -2.4	-1.8	5.2	-0.8	-0.2	4.8	-2.4	-3.1	-1.1	-2.0	x
Cc1sc2nc3ccc(N4CCCCC4)nn3c(=O)c2c1C
→ -275.6	-0.6	-1.4	0.2	-0.7	-1.8	2.6	-228.4	3.8	-15.8	0.3
Fc1ccc(CSc2ccc3nnc(-c4cccnc4)n3n2)cc1
→ -1.9	-2.1	-7.8	0.0	-1.2	4.9	1.1	-0.5	-3.1	-5.9	-1.0
CCN(CC)S(=O)(=O)c1ccc(C(=O)NNC2=NS(=O)(=O)c3ccccc32)cc1
→ -6.7	0.1	-2.2	0.1	-0.9	-8.7	-0.1	-1.8	-1.1	3.5	1.0
CSc1cccc(NC(=S)N2CCC(N(C)C3CCCC3)CC2)c1
→ -7.4	-0.5	-4.2	1.0	-1.3	-0.7	-1.6	-1.5	1.3	-4.4	0.6
O=C(COC(=O)CN1C(=O)NC2(CCCCC2)C1=O)Nc1cc(F)ccc1F
→ -7.2	-0.3	-7.3	1.6	-0.9	-3.2	0.2	-1.1	1.4	-8.2	-0.8
Cc1nc2ccccc2n1C(=O)N(C)C
→ 0.4	-0.9	-1.9	0.2	-0.9	-7.2	2.3	0.2	0.0	3.3	-0.6
O=C(N/C(=C\c1ccccc1)C(=O)N1CCOCC1)c1ccco1
→ -4.2	-0.5	-0.5	0.2	-1.5	0.5	0.0	-2.5	-0.3	0.4	-0.1
COc1ccccc1C/C(N)=N/OC(=O)COc1cccc2ccccc12
→ 1.2	-0.8	2.2	-0.2	-1.0	1.9	-4.6	-1.4	-1.4	0.6	0.1
C/C(CC(=O)Nc1ccc(OCc2ccccc2)cc1)=N\NC(=O)C(=O)Nc1ccc(C)c(Cl)c1
→ -1.2	1.3	0.3	0.2	-0.9	-1.8	1.1	4.6	2.4	-2.1	0.4
CC(=O)c1cc(-c2ccccc2S(=O)(=O)NC(C)(C)C)c(=O)n2c1CCC2
→ 0.5	-0.4	-6.8	-0.7	-1.1	-0.6	-0.5	-0.7	4.6	-1.5	x
COc1ccc(C(=O)NNC(=O)CCC(=O)NNC(=O)c2ccc(OC)cc2)cc1
→ -7.0	0.8	0.0	0.1	-1.1	-3.1	3.2	0.7	1.4	-0.5	-0.7
CN(C)CC/C=C1/c2cc(F)ccc2CSc2ccc(F)cc21
→ 2.7	-1.6	1.5	0.0	-1.7	-3.5	-1.9	2.1	2.1	-2.2	-1.1

Given field by field: entries from further up
O=C(N/C(=C\c1ccccc1)C(=O)N1CCOCC1)c1ccco1
- PLC-beta3 inh = -4.2
- hcDAF-12 act = -0.5
- MBD2 inh = -0.5
- DAX1 inh-1 = 0.2
- ssDAF12 agonist = -1.5
- Rev-erbA mod = 0.5
- SMARCA2 activ = 0.0
- PLC-gamma1 inh = -2.5
- hgDAF12 agonist = -0.3
- ADAM17 inh = 0.4
- DAX1 inh-2 = -0.1
O=C(NC(=S)Nc1cccnc1)c1cccs1
- PLC-beta3 inh = -4.0
- hcDAF-12 act = 0.6
- MBD2 inh = -1.6
- DAX1 inh-1 = -1.7
- ssDAF12 agonist = -1.5
- Rev-erbA mod = -1.3
- SMARCA2 activ = -0.8
- PLC-gamma1 inh = 1.2
- hgDAF12 agonist = -1.6
- ADAM17 inh = -5.3
- DAX1 inh-2 = 0.5

This is a random part of the collection; overall some 7.4% were active at least once.
